Assay outcomes from PubChem BioAssay.
miR122 inh: miR-122 Renilla sensor signal increase in Huh7, primary screen, miR-122 inhibitor project, cell-based, single point, plate reader. Huh7 miR-122 Renilla luciferase sensor, 48 h; neutral wells = 0, positive control = 100. AID 602342, 2012. 340,000 tested, 0.3% active. activation (reporter increase), % at 12.5 µM;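 active = mean replicate activation score at least 90 and every replicate individually at or above 90; inconclusive = only one of the two criteria met; inactive = neither criterion met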;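 note: higher luciferase means less miR-122 activity so hits act as miR-122 inhibitors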
GSIS activator: GLuc luminescence reporter in INS-1E cells, primary screen for activators of glucose-dependent secretion of insulin; INS-1E GLuc reporter insulin secretion, 2-3 h; activation, % at 16.6 µM; 370,000 tested, 0.61% active;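 active = lowest replicate activation of at least 40%, so every replicate reaches that level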;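 note: 0% = median of neutral control wells and 100% = median of IBMX positive control wells; some compounds called inactive have numbers as strong as hits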
FN deposit inh: inhibitors of fibronectin matrix deposition, primary screen, AH1F cells, Alexa488-fibronectin fluorescence, plate reader | inhibition, % at 12.6 µM | 350,000 tested, 0.086% active | AH1F fibroblasts, overnight;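 active = mean inhibition across replicates of 30% or more, regardless of how many single replicates reach that level; inconclusive = mean under 30% yet at least half of replicates reach 30%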;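 note: positive control wells lacked labelled fibronectin entirely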
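Material: AH1F fibroblasts assembling fluorescent fibronectin matrix; amount: 10000 AH1F cells/well; medium: DMEM, 2% serum; reagent: Alexa488-fibronectin, 24 nM final in well; dosing: single compound dose, delivered by pin transfer; incubation: 1 h adhesion, overnight exposure; detection: fluorescence after three HBSS washes, excitation 485 nm, emission 525 nm; measure: fibronectin deposition inhibition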
DENV2 CPE: inhibitors of DENV2 cytopathic effect, primary screen, cell-based, plate reader, single concentration; 350,000 tested, 1.7% active; DENV2-infected cells, cytopathic effect rescue; CPE inhibition, % at 9.99 µM; in the data active = CPE inhibition above about 20%, passing the limit was not always enough; inconclusive = no clear call, values can overlap the other calls; tested in BHK-21 cells;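 note: 0% = median of neutral control wells and 100% = median of positive control wells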
EWS-Fli inh: EWS/Fli-driven NR0B1 reporter inhibitors, primary screen, A673 cells, NR0B1 luciferase, luminescence, MLPCN library; 350,000 tested, 0.67% active; viability-normalised; inhibition, % at 12.6 µM; AID 651661, 2012;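 active = mean inhibition of at least 50% after viability correction, with every replicate also passing that limit; inconclusive = mean reaches 50% but only one of two replicates passes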;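 note: firefly luciferase signal divided by Alamar Blue viability fluorescence both relative to DMSO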
PAX8 inh HTS: inhibitors of PAX8-driven TPO luciferase reporter, primary screen, RMG-I cells, single concentration; inhibition, % at 12.6 µM; AID 652154, 2013; SteadyGlo, 24 h; 360,000 tested, 1.2% active;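 active = mean replicate inhibition at least 60% with every replicate also reaching 60%; inconclusive = only one of the two criteria is met; inactive = mean below 60% and not all replicates reaching 60%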;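 note: luciferase light reporting Pax8 driven TPO promoter activity; plate controls were median of neutral control wells for no effect and mitoxantrone controls for full effect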
F508del corr: F508del CFTR correction, initial screen, CFBE line, single point; activity (quench increase), % at 7.58 µM; CFBE cells, YFP halide quenching; stimulated with forskolin plus potentiator P3; % fluorescence drop versus neutral controls; AID 720511, 2013; 350,000 tested, 0.36% active;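 active = mean added fluorescence quench of at least 8% versus neutral control, with both replicates also reaching 8%; inconclusive = only one of the mean or replicate conditions met; inactive = mean below 8% and not both replicates reaching 8%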;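 note: cells transiently co-express mutant CFTR-F508del with the halide-sensitive YFP; corrector assay measuring rescue of mutant channel to the surface after 24 h compound exposure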
Starred values were filed as active, the others as inactive; ? = inconclusive; / = no result given; & = joins results of further samples; [ ] = dose if it differs, or a comment.

SMILES	miR122 inh	GSIS activator	FN deposit inh	DENV2 CPE	EWS-Fli inh	PAX8 inh HTS	F508del corr
O=C(NC1CCCCC1)N1CC(=O)N2[C@H](C1)[C@@H](c1ccc(-c3ccccc3)cc1)[C@@H]2CO	/	14	-3	4	-7	15	-0.8
CN1/C(=C\C(=O)COC(=O)c2ccc(O)c(O)c2)C(C)(C)c2ccccc21	/	-43	/	0	36	38	-2.9
COc1cccc(-c2ccc([C@@H]3[C@H]4CN(C(=O)C5CC5)CC(=O)N4[C@H]3CO)cc2)c1	/	2	1	15	8	11	3.6
O=C(COC(=O)Cc1ccccc1F)Nc1ccc(F)cc1F	/	2	0	-4	13	-6	/
O=C(Nc1ccccc1Cl)c1ccc2nsnc2c1	14	7	-4	-4	-37	-145	0.4
O=C(NCC[C@H]1CC[C@@H](NC(=O)C2CCC2)[C@@H](CO)O1)c1cnccn1	/	6	/	-3	-1	3	-0.4
Cn1c(=O)c(C(=O)NCc2ccc(Cl)cc2)c(O)c2ccccc21	-2	9	1	7	15	14	-3.2
CN1c2ccc(-c3ccccc3)cc2[C@@H]2[C@@H](CCN2C(=O)NC2CCCCC2)[C@H]1CO	/	-16	-1	1	2	/	3.3
O=C(c1ccccc1C(=O)N(c1ccccc1)c1ccccc1)N1CCCCC1	/	2	0	/	/	-118	/
COc1cc(NC(=O)C2CCCN(S(=O)(=O)c3ccc4c(c3)CCCN4C(C)=O)C2)cc(OC)c1 (centres undefined)	4	-5	3	-3	/	12	-1.1
Cc1ccc(CNC(=O)[C@@H](NC(=O)C2CCN(C(=O)[C@@H]3CCCN3)CC2)C(C)C)cc1	3	10	/	6	2	/	2.6
COc1ccc(CCCc2nnc(SCc3nc4ccccc4c(=O)[nH]3)n2C)c(C)c1	/	15	-6	/	-8	8	0.0
Cc1ccc(C(=O)Nc2cccnc2)cc1S(=O)(=O)N1CCCCC1	/	-10	3	-5	-3	-2	-2.1
O=C(O)CCCCCNc1nc(-c2ccccc2)nc2ccccc12	0	6	1	-5	11	25	0.2
COC(=O)c1ccc(C(=O)NC(=S)Nc2nc3c(s2)CC(C)CC3)cc1 (centres undefined)	/	15	6	/	/	-26	/
CC(C)NC(=O)N1[C@H](CO)[C@@H](c2ccccc2)C12CN(Cc1ccccc1)C2	/	-8	/	-12	-3	/	1.3
O=C(C[C@H]1CC[C@@H]2[C@H](COC[C@@H](O)CN2CC2CCOCC2)O1)NCC1CC1	-3[16.7 µM]	-5	3	-1	-3	-5	-0.4
Cn1c(C(=O)N2CCN(Cc3ccc4c(c3)OCO4)CC2)cc2sccc21	-4	23	6	/	/	/	/
O=C(NCC1CCCO1)c1onc(CSc2cccc(Cl)c2)c1C(=O)O (centres undefined)	/	-9	5	-1	-1	2	-0.4
CCOC(=O)[C@H]1[C@H]2COc3ccc(C)cc3[C@@H]2N2C(=O)CN(CC3CCCO3)C(=O)[C@@]12C (some centres undefined)	-1	7	1	-11	9	-1	-0.2
C[C@@H]1CN([C@H](C)CO)C(=O)c2cc(NC(=O)CCN3CCOCC3)ccc2O[C@H]1CN(C)C(=O)Nc1ccccc1	-4[16.7 µM]	37	/	-10	/	-7	0.7
O=C(NCC1CCCCC1)[C@H]1N[C@H]2c3ccc(C4=CCCCC4)c(=O)n3C[C@H]2[C@@H]1CO	-7[16.7 µM]	-6	/	-3	-2	/	0.6
C[C@@H]1CN([C@@H](C)CO)C(=O)c2cc(-c3cncnc3)cnc2O[C@@H]1CN(C)C(=O)Nc1ccc2c(c1)OCO2	4[16.7 µM]	11	/	-3	-4	/	1.7
CC(C)Cn1nc(NC(=O)c2cccs2)c2cc3ccccc3nc21	-5	/	-6	4	-5	15	-1.0
CS(=O)(=O)N(CCc1ccccc1)CC(=O)Nc1ccc2c(c1)OCO2	13	13	6	/	/	13	/
O=C(CC(c1ccco1)C1CCCCC1=O)c1ccccc1 (centres undefined)	0	-13	-1	/	/	/	/
C[C@H](O)C#Cc1ccc2c(c1)O[C@@H](CN(C)Cc1cccnc1)[C@@H](C)CN([C@@H](C)CO)S2(=O)=O	4[16.7 µM]	13	-3	-2	9	/	0.3
CO[C@@H]1CN(C)C(=O)c2cc(NS(=O)(=O)c3ccccc3)ccc2OC[C@@H](C)N(C)C[C@H]1C	1[16.7 µM]	-9	2	-3	7	5	/
COc1ccc(S(=O)(=O)Nc2ccc3c(c2)C(=O)N([C@@H](C)CO)C[C@H](C)[C@@H](CN(C)C(=O)c2ccncc2)OCCCC[C@@H](C)O3)cc1	0[16.7 µM]	-7	/	3	-3	12	2.7
CCCOc1ccc(N2C(=O)CC(N(Cc3ccco3)C(=O)CCC(=O)O)C2=O)cc1 (centres undefined)	-1	28	-3	2	-3	-1	-1.0
CCCCCC(=O)Nc1cc(S(=O)(=O)N2CCOCC2)ccc1Oc1ccc(OCC)cc1	-6	-18	-6	17	-1	-4	-1.2
C/C=C/c1ccc(C2[C@@H]3CN(C(=O)CN4CCOCC4)C[C@H]2N3)cc1 (some centres undefined)	/	8&6	-6&-4	7&2	0&-1	0&-11	-1.9&0.3
C/C=C/C=N/Nc1nc(-c2ccc([N+](=O)[O-])cc2)cs1	/	/	2	0	-13	-5	/
Cc1ccc2nc(-c3cccnc3)cc(C(=O)N3CCN(c4ccc([N+](=O)[O-])cc4)CC3)c2c1	19	2	4	-6	4	57	1.5
O=C(CN1C(=O)c2ccccc2S1(=O)=O)c1ccc2c(c1)OCCCO2	1	-6	-1	2	89*	104*	-1.6
COc1ccc(C2=NN(c3ccccc3)C(c3cn(CCC(=O)O)nc3-c3ccccc3)C2)cc1 (centres undefined)	/	-8	1	-2	-1	-1	-0.4
CNc1nc(=O)n(C2CCCO2)cc1C (centres undefined)	/	16	23	2	3	-13	1.7
O=C(Nc1cccc(Cl)c1)N[C@@H]1CC[C@H](CCNC(=O)C2CCCC2)O[C@H]1CO	6[16.7 µM]	-12	4	-4	-3	10	-1.3
C[C@@H]1CN([C@H](C)CO)C(=O)c2cccc(NC(=O)Nc3ccc(F)cc3)c2O[C@@H]1CN(C)Cc1ccc(Cl)c(Cl)c1	12[16.7 µM]	-27	/	0	-3	/	1.1
CC(C)CN(C(=O)CSc1nn(-c2ccc(Cl)cc2)c(=S)s1)C1CCS(=O)(=O)C1 (centres undefined)	/	-11	2	5	17	4	/
S=C(NC1CCCCCC1)NC1CCCC1	/	-2	-7	-1	1	-4	/
COc1cc2c(cc1NC(=O)CN1C(=O)NC3(CCc4ccccc43)C1=O)oc1ccccc12 (centres undefined)	-18	/	10	/	/	17	/
CCCC#Cc1ccc([C@@H]2[C@@H](CO)N3C(=O)CN(C(=O)Nc4cccc(F)c4)C[C@H]23)cc1	/	-11	-2	-10	1	48	-1.4
Cc1ccc2cn[nH]c2c1NC(=S)NC(=O)c1ccccc1	10	/	-14	/	/	25	/
Cc1cc(N2CCC(C(=O)N3CCN(c4cccc(C)c4C)CC3)CC2)n2ncnc2n1	-5	-3	4	/	/	/	/
NC(=O)C1CCN(C(=O)COc2ccc3c4c(c(=O)oc3c2)CCC4)CC1	-5	0	/	68*	1	/	-1.2
CCC(C)N(C(=O)COc1ccc(Cl)c2cccnc12)C1CCS(=O)(=O)C1 (centres undefined)	/	20	5	-2	-5	8	2.2
CCN(CC)CCn1c(NCc2ccco2)nc2ccccc21	-3	-3	/	7	2	/	-0.5
CC(C)NC(=O)N(C)C[C@H]1Oc2ccc(NS(=O)(=O)c3cn(C)cn3)cc2C(=O)N([C@H](C)CO)C[C@@H]1C	0[16.7 µM]	18&3	-2&-16	2	-3&-2	-7	-1.5&-0.6
COc1cc(C(=O)N2CCN(S(=O)(=O)c3ccc(C(C)C)cc3)CC2)ccc1OCC(=O)N1CCOCC1	-5	-12	10	-4	1	10	-2.5
C[C@@H]1CN([C@@H](C)CO)C(=O)c2ccccc2-c2ccccc2CO[C@H]1CN(C)C(=O)c1cc(Cl)cc(Cl)c1	/	3	10	-6	/	-5	3.9
CCOc1ccc(/C=N/Nc2nc(N3CCCC3)nc(N3CCCC3)n2)cc1OC	-7	1	/	2	0	/	-1.4
NC(=O)c1c(NC(=O)C2CCCO2)sc2c1CCCCC2 (centres undefined)	-4	7	0	-1	-42	-73	/
CN(CCc1ccccn1)C(=S)Nc1cccc(S(=O)(=O)N(C)C)c1	1	0	1	-5	2	-24	0.9
CN(C(=O)c1cc2c(s1)-c1ccccc1S(=O)(=O)C2)c1ccccc1	6	-3	-14	6	-21	-7	2.8
COc1ccc(C(C(=O)NC(C)(C)C)N(CCO)C(=O)CCC(=O)Nc2cc(C)on2)cc1 (centres undefined)	-6	39	8	-7	7	-3	-2.5
Cc1ccnc(OC(C(=O)O)C(OCc2ccccc2)(c2ccccc2)c2ccc(C(F)(F)F)cc2)n1 (centres undefined)	-5	/	-8	-2	16	37	-2.7
Nc1nc(N)c(Cc2ccc(Cl)cc2Cl)c(N)n1	6	-11	-4	4	7	17	-1.3
Cc1nnc(NC(=O)CSc2nnc(-c3ccco3)n2C(C)C)s1	-9	6	4	15	-1	10	0.2
O=[N+]([O-])c1cc2cccnc2c2ncccc12	2	/	9	-2	5	19	-0.9
Later entries.
SMILES	miR122 inh	GSIS activator	FN deposit inh	DENV2 CPE	EWS-Fli inh	PAX8 inh HTS	F508del corr
CCOC(=O)COn1c(=O)c(-c2ccc(F)cc2)[n+]([O-])c2ccccc21	-3	6	14	1	0	7	-0.3
COc1cc(-c2ccc3c(=O)c4ccccc4n(C)c3c2)cc(OC)c1OC	-5	11	7	-11	-11	2	5.8
O=C(O)C(Oc1ccc2cc(-c3ccc(Cl)cc3)c(=O)oc2c1)c1ccccc1 (centres undefined)	3	0	-5	-1	8	-1	-2.2
CC(C)Sc1nc2c(cnn2-c2ccccc2)c(=O)[nH]1	-5	9	-1	2	12	-8	-2.4
CN1C[C@@H]2[C@H](c3ccccc31)[C@H](CO)N2C(=O)C1CC1	-10[16.7 µM]	9	1	6	-5	-28	1.0
COc1ccc(/C=C/C(=O)NCc2cn(C)nc2C)cc1COc1ccc(Br)cc1	1	-23	0	/	/	/	/
Cn1c(=O)c2[nH]c(C3CC4CCC3C4)nc2n(C)c1=O (centres undefined)	/	-1	-5	-10	-3	14	-2.7
C[C@H]1CN(S(=O)(=O)C(C)(C)C)[C@@H](CCO)/C1=C\CCO	/	10	4	-8	-5	-4	-1.5
C[n+]1ccccc1/C=N/O	-3&-2	14&7	-1&4	-6&2	-28&0	-17&-1	-2.4&-0.7
COCc1c(C(=O)OCC(=O)Nc2ccc(OC(F)F)cc2)oc2ccccc12	/	-3	8	-5	3	1	-2.1
O=C(NCCCN1CCOCC1)c1ccc(S(=O)(=O)Nc2ccccc2F)cc1	/	21	3	?	-2	/	0.8
O=C(CN1CCOCC1)NCC[C@H]1CC[C@H](NC(=O)Nc2ccc(C(F)(F)F)cc2)[C@@H](CO)O1	-6[16.7 µM]	2	7	-4	0	-2	2.8
O=S(=O)(NCC1CCCO1)c1ccccc1 (centres undefined)	/	4	0	-3	4	28	-4.4
CC(C)NC(=O)N(C)C[C@H]1Oc2ccc(NC(=O)Nc3ccc4c(c3)OCO4)cc2C(=O)N([C@@H](C)CO)C[C@@H]1C	-1[16.7 µM]	5	/	6	-17	/	-2.2
